Compound activity: PubChem BioAssay, Broad Institute
SIRT5 inh – inhibitors of human sirtuin-5 desuccinylase; Q9NXA8; Purified SirT5, succinyl-peptide AMC, trypsin-coupled fluorescence; inhibition, % at 15 µM; actives 1.1% (n = 330,000); in the data active = inhibition above about 15%; inconclusive = no clear call, values can overlap the other calls
Target sequence (Q9NXA8 whole entry, looked up): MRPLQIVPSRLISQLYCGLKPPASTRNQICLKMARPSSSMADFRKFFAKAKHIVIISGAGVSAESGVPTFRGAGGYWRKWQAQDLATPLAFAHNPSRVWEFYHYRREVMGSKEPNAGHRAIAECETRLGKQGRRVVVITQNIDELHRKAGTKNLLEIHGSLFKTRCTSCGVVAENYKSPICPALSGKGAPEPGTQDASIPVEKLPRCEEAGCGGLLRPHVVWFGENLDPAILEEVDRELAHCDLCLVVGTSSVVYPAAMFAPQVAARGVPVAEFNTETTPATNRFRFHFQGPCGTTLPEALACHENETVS
ERp5 inh – ERp5 (human) disulfide isomerase inhibition; ERp5 insulin aggregation, absorbance 650 nm, 90 min; Q15084; actives 0.05% (n = 350,000); inhibition, % at 9.99 µM;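 active = mean replicate inhibition above about 25%, with every replicate also reaching it, limit read from the data, passing the limit was not always enough; inconclusive = only one of those two criteria met; inactive = neither criterion met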
Target sequence (Q15084 whole entry, looked up): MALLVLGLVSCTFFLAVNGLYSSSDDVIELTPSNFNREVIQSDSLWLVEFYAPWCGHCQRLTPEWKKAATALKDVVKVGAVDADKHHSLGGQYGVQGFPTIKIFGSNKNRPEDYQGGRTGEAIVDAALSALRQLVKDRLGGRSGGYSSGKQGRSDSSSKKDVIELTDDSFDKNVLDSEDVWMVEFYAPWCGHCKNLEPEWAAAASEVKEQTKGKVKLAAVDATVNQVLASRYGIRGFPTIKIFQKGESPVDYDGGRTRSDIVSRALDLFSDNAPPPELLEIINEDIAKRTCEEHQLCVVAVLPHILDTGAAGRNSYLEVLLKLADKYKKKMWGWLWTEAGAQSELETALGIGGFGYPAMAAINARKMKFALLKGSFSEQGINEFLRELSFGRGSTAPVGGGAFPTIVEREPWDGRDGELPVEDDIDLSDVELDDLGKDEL
Statin myotox sup – protects C2C12 myotubes from simvastatin toxicity | ATP luminescence, 48 h; scaled: DMSO 0, geranylgeraniol control 100 | rescue of ATP level, % at 7.49 µM | actives 0.78% (n = 330,000) | AID 602340;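 active = mean ATP rescue above about 67%, or every replicate alone reaching that limit, limit read from the data, passing the limit was not always enough; inconclusive = no clear call, values can overlap the other calls; inactive = mean under the limit and some replicate under it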;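 also: myotubes were challenged with 10 µM simvastatin during compound exposure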
S100A4 inh HTS – S100A4-myosin IIA interaction inhibition | inhibition, % at 10.7 µM | S100A4/TAMRA-MyoIIA peptide fluorescence polarization | P26447 | actives 0.14% (n = 360,000);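 active = mean inhibition of at least 70% across replicates, with every replicate also reaching that level; inconclusive = mean inhibition reaches 70% but some replicates fall short; inactive = mean inhibition below 70%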
Target sequence (P26447 whole entry, looked up): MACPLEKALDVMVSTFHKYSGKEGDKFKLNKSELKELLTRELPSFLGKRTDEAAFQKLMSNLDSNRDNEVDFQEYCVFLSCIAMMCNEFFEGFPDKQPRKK
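assay system = human S100A4 monomer with TAMRA-labelled myosin IIA peptide | also added = labelled myosin peptide probe, 5 nM | incubation = 5 min between mix addition and reading | control set = DMSO and TFP controls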
DENV2 CPE – DENV2-induced cell death inhibition | CPE inhibition, % at 9.99 µM | AID 651640 | DENV2-infected cells, cytopathic effect rescue, plate reader | actives 1.7% (n = 350,000); in the data active = CPE inhibition above about 20%, passing the limit was not always enough; inconclusive = no clear call, values can overlap the other calls; tested in BHK-21 cells;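 also: 0% = median of neutral control wells and 100% = median of positive control wells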
E-sel inducer – induces E-selectin expression in human endothelial cells; AID 686992; activation, % at 7.58 µM; HUVEC E-selectin immunofluorescence imaging; normalized: neutral wells 0, TNF-alpha wells 100; actives 0.37% (n = 260,000);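 active = mean E-selectin-positive cell signal at least 10% of the positive control, reached in at least 60% of replicates, without over 20% cell loss; inconclusive = no rule given, readout overlaps actives, possibly toxicity-flagged; inactive = the rest, including those meeting only one limit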;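 also: in these data hits start at about 27%; measured in HUVEC primary endothelial cells; signal is the percent of cells scored E-selectin positive by PE staining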
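assay system = HUVEC, human umbilical vein endothelial cells | input = 3,000 HUVEC seeded per well | medium = EGM-2 growth medium on 0.1% gelatin-coated wells | dosing = one compound dose added by pin transfer | signal = immunofluorescence imaging | read-out basis = % PE-positive cells | control set = TNF-alpha, DMSO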
PglD inh – inhibitors of Campylobacter jejuni PglD acetyltransferase; purified PglD enzyme, DTNB colorimetric CoA detection; inhibition, % at 12.5 µM; actives 0.098% (n = 360,000); AID 602405; in the data active = inhibition above about 16%, passing the limit was not always enough; inconclusive = no clear call, values can overlap the other calls; also: strong numbers were not always called active
Active calls of the source: *; ? = inconclusive; . = not tested or not shown; & = joins results of further samples.

SMILES	SIRT5 inh	ERp5 inh	Statin myotox sup	S100A4 inh HTS	DENV2 CPE	E-sel inducer	PglD inh
CC(=O)N(C)C[C@@H]1Oc2ncc(/C=C/c3ccccc3)cc2C(=O)N([C@@H](C)CO)C[C@@H]1C	-16.1	-6.6	3.9	-4.4	18.3	-0.1	-0.7
O=[N+]([O-])c1ccc(Cc2cncc(O)c2)cc1	-1.4	1.8	3.8	-3.2	-1.5	.	-5.4
C[C@@H]1CN([C@H](C)CO)C(=O)c2cccc(NS(C)(=O)=O)c2O[C@@H]1CN(C)Cc1ccc(Cl)c(Cl)c1	7.0	-6.0	19.7	-3.4	6.9	-10.7	1.8
Cc1cc(Cl)c(S(=O)(=O)Nc2cccc(O)c2)cc1OCC(N)=O	0.0	11.8	.	0.8	1.6	-0.4	.
COCC(=O)N(C)C[C@@H]1Oc2ncc(C#Cc3ccc(OC)cc3)cc2C(=O)N([C@H](C)CO)C[C@@H]1C	-2.7	4.7	6.5	1.6	-5.5	0.6	-1.5
Cc1ccc(S(=O)(=O)Nc2ccc3c(c2)C(=O)N([C@H](C)CO)C[C@H](C)[C@@H](CN(C)C(=O)NC2CCCCC2)OCCCC[C@@H](C)O3)cc1	-0.1&1.9	3.4&0.5	-6.4	-3.7&23.7	9.2&5.4	0.0&-0.1	0.4&4.3
Cc1[nH]c2ccccc2c1/C=N/NC(=O)CCC(=O)NCc1ccccc1	-3.2	6.0	.	1.7	-3.1	.	.
COCC(=O)N(C)C[C@H]1Oc2cc(-c3cccc(F)c3)ccc2S(=O)(=O)N([C@@H](C)CO)C[C@@H]1C	-6.5	-3.7	10.4	11.3	-8.6	0.9	-0.7
O=C1c2ccccc2C(c2nnnn2Cc2ccccc2)N1CCc1ccccc1F (centres undefined)	1.1	3.2	.	0.8	6.6	?	.
C[C@H](CO)N1C[C@H](C)[C@@H](CN(C)Cc2ccc(C(=O)O)cc2)Oc2ccc(NS(=O)(=O)c3ccc(Cl)cc3)cc2CC1=O	-12.1	3.3	-24.3	-5.9	1.3	0.0	.
CCN(CC)CCn1c(NC(=O)c2ccccc2O)nc2ccccc21	-13.6	5.5	-7.6	-1.9	-0.6	.	-5.3
O=C(N/N=C/c1cn[nH]c1-c1ccc(Cl)cc1)c1ccc([N+](=O)[O-])cc1	-3.3	6.0	.	-2.5	-6.7	.	.
O=[N+]([O-])c1cccc(-c2cn3ccccc3n2)c1	2.1	0.6	-13.5	0.5	5.1	.	2.8
COc1ccccc1S(=O)(=O)N(C)C[C@H]1Oc2ncc(Br)cc2C(=O)N([C@H](C)CO)C[C@H]1C	-1.6	1.4	-0.7&3.7	-2.6	-5.9	-0.1&-0.2	-0.1
O=C(/C=C/c1ccc2c(c1)OCO2)c1ccc(F)cc1	.	-2.3	5.1	1.7	9.4	-0.2	-5.2
CC=Cc1ccc2n(c1=O)C[C@H]1[C@H](CO)[C@@H](C(=O)N[C@H](C)c3ccccc3)N(C(=O)c3cnccn3)[C@@H]21 (mixture of isomers)	1.3	4.2	15.1	9.3	-1.3	-1.5	-2.5
COc1ccc2c(c1)OC[C@H]1[C@H]2N2C(=O)CN(Cc3ccco3)C(=O)[C@@]2(C)[C@H]1c1ccccc1	.	0.1	-5.8	-1.2	0.0	0.0	1.8
Cn1c2ccc(F)cc2c2nc3ccccc3nc21	-1.8	1.4	-0.4	-2.4	-7.4	1.0	-4.4
NN/C(=C\[N+](=O)[O-])Nc1ccc(Cl)cc1	0.2	-1.1	3.2	-2.8	-0.8	.	5.4
CC(=O)Nc1ccc(NC(=O)c2c(C)c(-c3ccccc3)nc3ccccc23)cc1	4.8	-2.5	.	-10.1	-4.0	0.0	.
CC(/C=C/c1ccc2c(c1)OCO2)=N/NC(=O)c1cccnc1	0.3	-2.5	.	0.0	9.7	0.8	.
COc1cccc(N2CCN(c3ccc4nnc(CCC(=O)Nc5ccc(OC)c(OC)c5)n4n3)CC2)c1	-5.0	-4.8	-6.4	-2.7	-6.8	.	2.0
C[C@@H]1CN([C@H](C)CO)C(=O)Cc2cc(NS(=O)(=O)c3cn(C)cn3)ccc2O[C@@H]1CN(C)S(=O)(=O)c1ccc(Cl)cc1	1.9	-2.5	-6.7	10.4	.	0.0	-2.4
O=C(C[C@@H]1CC[C@H](NS(=O)(=O)c2ccc(F)cc2)[C@H](CO)O1)NCc1ccc(Cl)c(Cl)c1	0.7	-1.0	1.2	4.3	-4.6	-2.3	9.1
CC1=C(C(=O)N2CCOCC2)CC(CC(=O)NCc2cccs2)C(=O)N1Cc1ccc(C(C)(C)C)cc1 (centres undefined)	2.2	1.5	-11.3	-2.2	-1.9	?	-1.7
COc1ccc2c(c1)CCc1cnc(N)nc1-2	-10.8	2.4	2.8	-3.2	2.2	.	-0.3
COc1ccc(NC(=O)N(C)C[C@@H]2Oc3ccc(NC(=O)Nc4cccc5ccccc45)cc3C(=O)N([C@H](C)CO)C[C@H]2C)cc1	9.9	-0.3	.	0.5	.	0.0	-2.9
CCCCn1c(N)c(N2CCOCC2)c(=O)n(CC(=O)NCCc2ccccc2)c1=O	-1.6	-7.9	.	-2.1	-0.7	4.4	.
Cc1ccc(C(=O)C2CCN(S(=O)(=O)c3ccccc3C(=O)O)CC2)cc1	-2.2	3.3	11.4	-1.0	?	0.1	-0.8
Cc1ccc(S(=O)(=O)N2CCOCC2)cc1C(=O)N1CCN(Cc2ccccc2)CC1	-2.2	0.1	1.8	-4.0	-6.7	0.0	-5.6
OCCOCCNc1ncnc2c1c(-c1ccccc1)cn2-c1ccccc1	8.3	-6.4	-3.3	-3.0	1.6	.	-4.5
COc1ccc(S(=O)(=O)NNC(N)=S)cc1	0.9	3.1	.	7.6	-1.8	.	.
O=C(NCC(=O)N(c1ccc(Cl)cc1)C(C(=O)NC1CCCC1)c1ccncc1)c1ccco1 (centres undefined)	-3.4	0.3	-5.7	-1.0	2.6	.	-5.3
Cc1c(N/N=C(\C#N)C(=O)c2ccccc2)c(=O)n(-c2ccccc2)n1C	-4.1	-4.8	4.2	0.4	-4.6	0.0	0.3
CCOC(=O)C(=CNc1ccc(Cl)cn1)C(=O)OCC	.	-2.6	.	22.8	66.6*	0.7	.
CC(C)CC#Cc1ccc([C@@H]2[C@H](CO)N3C(=O)CN(C(=O)Nc4cc(F)ccc4F)C[C@@H]23)cc1	3.1	-5.8	.	5.3	5.1	-0.1	.
CCCCOc1ccc(C(=O)NCC(=O)NNC(=O)C2COc3ccccc3O2)cc1 (centres undefined)	-6.6	-10.4	8.5	-1.1	-7.7	-0.4	-4.7
N#Cc1ccccc1S(=O)(=O)N1CCN(C(=O)c2cc3c(s2)CCC3)CC1	-0.3	-1.2	-1.0	-3.5	-1.5	-0.2	0.2
C[C@H](CO)N1C[C@H](C)[C@H](CN(C)S(C)(=O)=O)Oc2ccc(N(C)C)cc2CC1=O	-0.7	-2.6	-16.7	1.1	-7.3	0.0	6.5
CC(Oc1ccc2c3c(c(=O)oc2c1)CCC3)C(=O)NC1CCN(Cc2ccccc2)CC1 (centres undefined)	0.1	7.2	4.3	1.6	-5.4	.	-4.8

Structural class, the entries above with a cyano group (2)
SMILES	SIRT5 inh	ERp5 inh	Statin myotox sup	S100A4 inh HTS	DENV2 CPE	E-sel inducer	PglD inh
Cc1c(N/N=C(\C#N)C(=O)c2ccccc2)c(=O)n(-c2ccccc2)n1C	-4.1	-4.8	4.2	0.4	-4.6	0.0	0.3
N#Cc1ccccc1S(=O)(=O)N1CCN(C(=O)c2cc3c(s2)CCC3)CC1	-0.3	-1.2	-1.0	-3.5	-1.5	-0.2	0.2

Later entries:
SMILES	SIRT5 inh	ERp5 inh	Statin myotox sup	S100A4 inh HTS	DENV2 CPE	E-sel inducer	PglD inh
COc1ccccc1NS(=O)(=O)c1ccc(O)c(C(=O)OCc2cccc([N+](=O)[O-])c2)c1	0.0	5.5	7.9	-3.0	1.6	-1.4	-1.4
CC(C)NC(=O)Nc1ccc2c(c1)C(=O)N([C@H](C)CO)C[C@@H](C)[C@H](CN(C)C(=O)Nc1ccc(C(F)(F)F)cc1)O2	0.9	13.4	-14.4	4.4	9.6	.	3.2
Clc1cccc(Cc2c(-c3cccc(Cl)c3)nc3ccc(Br)cn23)c1	.	6.6	-2.1	-7.4	-5.5	-0.5	-0.9
CCOC(=O)CN(Cc1ccc(OC)c(OC)c1)S(=O)(=O)c1ccc(OC)cc1	4.4	1.4	-17.9	7.0	-2.6	.	1.5
Cc1ccccc1OCC(=O)OCC(=O)Nc1ccc(N2CCOCC2)cc1	-2.5	0.2	.	2.8	-7.8	-0.2	-1.1
COc1cccc(CNc2nc3cc(-c4cccc(OC)c4)sc3c(=O)n2C)c1	0.3	-7.5	-3.0	5.6	7.0	0.1	-3.8
Cc1ccc2oc(C(=O)N3CCCCCC3)c(C)c2c1	-1.2	-4.2	-14.4	-9.7	-3.0	-0.2	-5.7
COc1cccc(CNC(=O)CCn2ccc3cc(S(=O)(=O)N4CCCC4)ccc32)c1	-4.4	-13.2	-8.0	-14.4	-2.3	.	1.7
Cc1cc(OCC(=O)NCc2ccncc2)c2c(C)c(C)c(=O)oc2c1	-5.8	1.4	18.8	-1.1	-5.0	.	0.0
O=C(COc1ccc(Cl)cc1)NNC(=O)c1cccnc1	-4.9	1.8	2.3	-6.1	3.9	.	.
CN(C(=S)NC(=O)c1ccccc1Br)C1CCCCC1	-4.2	1.8	17.8	-1.3	4.8	.	-0.3
C[C@@H]1CN([C@H](C)CO)C(=O)Cc2cc(NC(=O)Nc3ccc4c(c3)OCO4)ccc2O[C@@H]1CN(C)S(=O)(=O)c1ccc(F)cc1	-3.2	13.4	17.2	-1.7	-6.3	-14.1	.
COC(=O)[C@]1(Cc2ccccc2)N[C@H](CN(C)C(=O)Nc2ccccc2)[C@@H]2C(=O)N(Cc3ccccc3)C(=O)[C@@H]21	-0.7	-0.2	-2.1	3.6	-1.1	-5.4	0.2
COCC(=O)Nc1ccc2c(c1)C(=O)N(C)[C@H]1CC[C@H](CC(=O)Nc3ccccc3C)O[C@@H]1CO2	1.2	0.8	-50.3	4.4	-10.2	.	7.9
CCCN(CC(=O)Nc1ccc(C(N)=O)cc1)CC(=O)Nc1ccc(Cl)cc1Cl	-4.9	0.4	.	-0.2	-5.2	-1.4	.
COc1ccc(N2Cc3ccccc3C2=O)cc1	-4.6	1.8	-19.2	0.0	-5.6	.	-6.9
COc1ccc(/C=C/C(=O)N(C)CC(=O)Nc2cccc(F)c2)cc1S(=O)(=O)N1CCCCC1	0.6	-3.8	-21.7	-7.6	-1.6	1.9	-26.6
CCOc1ccc(S(=O)(=O)N(C)c2ccc(OCC(=O)Nc3ccccc3F)cc2)cc1	-2.4	5.5	-3.1	-0.8	-9.6	.	3.6
COc1ccc(CC2(CO)CCN(CC3=CC[C@H]4C[C@@H]3C4(C)C)CC2)cc1	-0.3	-0.5	.	1.9	4.6	.	.
COCC(=O)Nc1ccc2c(c1)[C@H]1C[C@H](CC(=O)NCCc3ccccc3)O[C@@H](CO)[C@H]1O2	0.2	-11.1	-0.2	-7.6	-6.0	-0.4	1.7
OCc1ncc(-c2ccccc2)s1	-3.9	3.0	-3.2	1.1	-1.6	-0.1	-4.1
COc1ccc(OCCn2cnc(Cl)c2Cl)cc1	-3.5	0.6	0.8	-9.1	12.3	0.3	.
CCOC(=O)C1(Cc2ccccc2)CCN(Cc2ccc(COC)o2)CC1	-1.9	6.1	-0.3	10.1	13.7	.	4.2
N/C(Cc1ccc([N+](=O)[O-])cc1)=N\OC(=O)Cc1ccc(Cl)cc1	.	6.2	.	-1.9	0.2	.	1.2
COc1ccc2c(c1)CO[C@@]21O[C@H](CCO)C[C@H](O)[C@H]1O	-2.6	2.9	4.9	-15.0	-3.7	-0.1	-0.6

Not all compounds are listed (hit frequency here may not be typical).
